High-throughput results as filed in PubChem BioAssay.
CCT chaperon mod: cytosolic chaperonin activity modulation | purified chaperonin ATPase assay, HTRF ADP detection, 30 min | activity change, % (concentration not given with the values), hits read low | 0.3% of 360,000 active | AID 651819; in the data active means activity change below about -30%; further: on the % scale 0 is the no-effect control and ±100 the full control effect
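TRiC at 40 or 20 nM final (batch-dependent) in 30 mM Tris pH 7.4, 100 mM KCl, 5 mM MgCl2, 1 mM DTT, with compound at single 76 uM and 10 uM ATP, 30 min at 37 deg C. ADP detected by HTRF Transcreener, 665/615 ratio.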
PI5P4K alpha inh: PI5P4K alpha (human) kinase inhibition. max response, %. P48426. 1.2% of 330,000 active. PI5P4Kalpha enzyme, ADP-Glo luminescence, 60 min; hits give low values; active means max response of -50% or lower; inconclusive means between -30% and -50%; inactive means -30% or higher; further: value at the top dose of about 77 µM; on the % scale 0 is the no-effect control and ±100 the full control effect
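Quantitative HTS of the MLSMR library against PI5P4Kalpha with substrate. ATP added last at 5 microM final; room temperature, 60 minutes. Remaining ATP depleted, ADP converted and read as luminescence.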
WRN helicase inh: inhibitors of human WRN helicase. Q14191. WRN helicase unwinding, fluorescent forked duplex, kinetic. Potency, µM (series often up to 114 µM), for inactives: at the highest dose activity change, negative = inhibition, actives largely listed as inhibitors. 0.46% of 360,000 active; further: potency means the concentration at half of the fitted maximal effect; on the % scale 0 is the no-effect control and ±100 the full control effect; nearly all actives have a fitted effect of over 55% in size
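Kinetic fluorescence helicase assay: unwinding of a quenched forked DNA duplex (100 nM final) with 2 mM ATP final raises red fluorescence (525/598 nm). Compounds sat 15 min at room temperature with 20 nM WRN beforehand.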
EPAC1 agonist: activates human EPAC1 exchange factor | 0.073% of 360,000 active | O95398 | AID 720707 | Potency, µM (highest dose often 154 µM), inactives show at the top dose activation, usual class: activators | EPAC1 agonist qHTS, biochemical assay; response scale: 100% = response to 6.5 mM cAMP; further: potency means the concentration at half of the fitted maximal effect; nearly all actives have a fitted effect of over 60% in size
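Fluorescent GDP-exchange assay: 100 nM EPAC1 with 250 nM Rap1B preloaded with BODIPY-GDP and 50 uM GDP; compounds tested as concentration series, 5 min at room temperature, then read every 5 min for 30 min (ex 480/em 540 nm); normalized to 6.5 mM cAMP.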
PLK1 PBD block: blocks phosphopeptide binding to human PLK1 polo-box domain; 2.8% of 360,000 active; Potency, µM, for the others: max response, negative = inhibition, actives largely listed as inhibitors; P53350; Plk1 PBD binding of FITC phosphopeptide, fluorescence polarization; further: potency means the concentration at half of the fitted maximal effect; series mostly up to about 57 µM; on the % scale 0 is the no-effect control and ±100 the full control effect; nearly all actives have a fitted effect of over 65% in size
EPAC2 antagonist: EPAC2 (human) antagonism. Q8WZA2. AID 720708. Potency, µM (series often up to 114 µM), without a hit: at the top dose activity, negative = inhibition, actives largely listed as inhibitors. EPAC2 GEF exchange of Rap1B-BODIPY-GDP, fluorescence. 0.18% of 360,000 active; further: potency means the concentration at half of the fitted maximal effect; on the % scale 0 is the no-effect control and ±100 the full control effect; nearly all actives have a fitted effect of over 45% in size; many of its hits are not listed in these tables
Target sequence (Q8WZA2 whole entry, looked up): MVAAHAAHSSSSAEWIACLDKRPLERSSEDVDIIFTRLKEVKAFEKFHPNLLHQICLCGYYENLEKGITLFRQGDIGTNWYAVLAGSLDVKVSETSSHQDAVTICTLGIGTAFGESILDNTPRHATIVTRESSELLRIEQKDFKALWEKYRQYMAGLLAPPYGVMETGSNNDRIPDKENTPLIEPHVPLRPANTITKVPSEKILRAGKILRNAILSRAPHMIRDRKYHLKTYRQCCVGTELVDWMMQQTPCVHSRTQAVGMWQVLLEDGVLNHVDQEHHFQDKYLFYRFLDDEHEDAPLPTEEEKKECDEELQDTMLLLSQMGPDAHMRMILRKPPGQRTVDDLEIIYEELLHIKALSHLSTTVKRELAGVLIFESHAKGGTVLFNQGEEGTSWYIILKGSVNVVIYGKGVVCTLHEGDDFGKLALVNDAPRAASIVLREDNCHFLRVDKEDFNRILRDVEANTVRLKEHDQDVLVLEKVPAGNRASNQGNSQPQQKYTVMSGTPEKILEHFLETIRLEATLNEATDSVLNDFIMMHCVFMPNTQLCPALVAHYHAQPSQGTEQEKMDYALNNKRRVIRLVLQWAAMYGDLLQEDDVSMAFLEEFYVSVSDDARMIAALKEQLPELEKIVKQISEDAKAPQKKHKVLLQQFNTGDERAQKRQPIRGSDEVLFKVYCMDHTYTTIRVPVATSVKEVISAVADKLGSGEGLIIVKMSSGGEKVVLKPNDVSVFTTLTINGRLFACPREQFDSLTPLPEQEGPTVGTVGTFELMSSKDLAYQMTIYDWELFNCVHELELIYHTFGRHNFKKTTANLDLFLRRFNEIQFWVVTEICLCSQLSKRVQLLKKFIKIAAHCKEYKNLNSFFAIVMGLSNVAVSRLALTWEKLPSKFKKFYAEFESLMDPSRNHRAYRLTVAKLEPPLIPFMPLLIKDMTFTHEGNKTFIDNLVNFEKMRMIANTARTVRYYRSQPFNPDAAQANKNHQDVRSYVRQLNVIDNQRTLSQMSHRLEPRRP
Mm-Cpn inhibitor: blocks the Methanococcus maripaludis chaperonin Mm-Cpn; Potency, µM (highest dose often 76.9 µM), inactives show top-dose activity, negative = inhibition, usual class: inhibitors; 0.031% of 330,000 active; purified Mm-Cpn ATPase, ADP Transcreener TR-FRET; AID 504842; further: potency means the concentration at half of the fitted maximal effect; on the % scale 0 is the no-effect control and ±100 the full control effect; nearly all actives have a fitted effect of over 80% in size
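Compound-treated chaperonin, 25 nM final, turns over 10 uM ATP at 37°C for 30 min following a 10 min preincubation; ADP generated competes with ADP-d2 for Eu-cryptate antibody, lowering FRET.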
EPAC1 antagonist: EPAC1 (human) antagonism; AID 720709; Potency, µM (highest dose often 115 µM), without a hit: at the highest dose activity change, negative = inhibition, usual class: inhibitors; 0.14% of 360,000 active; EPAC1 GEF assay, Rap1b-BODIPY-GDP exchange fluorescence; O95398;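 further: potency means the concentration at half of the fitted maximal effect; plate controls were vehicle for no effect and positive control for full effect; nearly all actives have a fitted effect of over 50% in size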
Starred values were filed as active, the others as inactive; u = inconclusive; x = not tested or not shown; & = joins results of further samples; [ ] = remark or other dose. Unless noted, the call rests on the fitted dose curve; in most records, active means well fitted curve in the direction sought with a large enough effect; inconclusive means small, poorly fitted or top-dose-only effect, or another doubt; inactive means no such curve, though single readings can be large; an effect the other way counts as inactive or inconclusive.

SMILES | CCT chaperon mod | PI5P4K alpha inh | WRN helicase inh | EPAC1 agonist | PLK1 PBD block | EPAC2 antagonist | Mm-Cpn inhibitor | EPAC1 antagonist
O=C(N=Nc1c(O)[nH]c2ccc(Br)cc12)c1cc(-c2cccs2)nc2ccccc12 | -1.6 | u | -6% | 11% | 1%&-5% | 4% | 1% | -9%
Cc1ccc(OCCCC(=O)NC(C)c2ccccc2)c(C)c1 (stereo not given) | 0.4 | 4 | 1% | -10% | -13% | -7% | 1% | -3%
CN(CCCN1CCOCC1)C(=O)c1ccc2nc(Cc3cccc(Cl)c3)oc2c1 | -0.5 | 5 | -9% | -16% | -3% | -2% | -1% | 3%
Cc1ccc(/C=C/C(=O)O)cc1S(=O)(=O)Nc1ccc(C(=O)O)cc1 | -1.1 | -10 | 0% | -3% | 27µM* | 7% | 2% | -11%
COC(=O)c1cc(S(=O)(=O)N2CCCCCC2)c[nH]1 | 1.3 | -1 | -1% | -21% | 4% | -20% | 3% | -1%
O=[N+]([O-])c1ccc(S(=O)(=O)Nc2ccncc2)cc1 | 1.8 | -3 | -2% | -1% | -11% | -17% | 2% | 9%
CCOC(=O)[C@H]1[C@H]2COc3ccc(C)cc3[C@@H]2N2C(=O)[C@@H](CO)NC(=O)[C@@]12C | 0.4 | -3 | -6% | 11% | -8% | -3% | -1% | -8%
COc1ccccc1-n1cc2ccc([N+](=O)[O-])cc2n1 | -2.3 | 3 | -1% | 9% | -13% | 2% | x | -8%
CCOC1=C2CN(S(=O)(=O)c3ccc(C)cc3)[C@H](c3ccccc3)C[C@@H]2N(S(=O)(=O)c2ccc(C)cc2)[C@H](c2cccc(C)c2)C1 | 1.1 | 0 | -10% | 6% | -13% | -17% | x | -6%
O=C(CSc1nc(-c2ccc(F)cc2)cs1)N1CCc2ccccc21 | 0.5 | x | 7% | 2% | -7% | -2% | 1% | 17%
Cc1c(C(=O)c2ccccc2)c2ccccn2c1CCc1ccccn1 | -70* | 0 | -4% | -3% | 5% | -16% | -5% | 2%
CCc1ccccc1NC(=O)Cn1nc(C(F)(F)F)cc1C1CC1 | -0.3 | x | -4% | 6% | 2% | -1% | 1% | 5%
COc1ccc(CC2(CO)CCN(S(=O)(=O)c3c(C)nn(C)c3C)CC2)cc1 | -9.2 | 4 | 1% | 0% | -1% | -2% | 1% | -25%
O/N=C/c1ccc2ccccc2c1 | 0.6 | 2 | -5% | 10% | -7% | -12% | 1% | -2%
CC1=CCC2C(=O)N(c3ccc(N4CCOCC4)cc3)C(=O)C2C1 (stereo not given) | 2.0 | 0 | 1% | 9% | -9% | -3% | -7% | -6%
CC(C)=CC(=O)O[C@H]1[C@@H]2[C@H](C)C(=O)O[C@@H]2C[C@@H](C)[C@@H]2[C@@H](O)CC(=O)[C@]21C | -1.0 | 2 | 2% | -1% | -2% | 21% | 1% | 2%
CC(=O)NS(=O)(=O)c1ccc(NC(=S)NC(=O)CC(C)C)cc1 | 1.8 | -3 | -10% | 2% | -5% | u | -8% | -2%
O=C1Cc2ccccc2C(=O)N1CCc1ccccc1 | -1.6 | -8 | 16% | -9% | -22% | 3% | 0% | u
NC(=O)CSc1nnc(Cc2csc(Nc3ccc(F)cc3)n2)n1Cc1ccccc1 | 0.4 | 1 | 0% | -4% | -20% | -9% | -1% | -6%
CCCNC(=O)C(=O)NCC(c1ccc2c(c1)OCO2)N1CCN(c2ccc(F)cc2)CC1 (stereo not given) | 1.2 | 0 | 0% | 10% | -6% | 1% | -1% | -4%
O=C(NCc1cccc(F)c1)C1CCN(S(=O)(=O)Cc2ccccc2)CC1 | -2.1 | 8 | 8% | 4% | -28% | -1% | 0% | -8%
CCS(=O)(=O)N1CCCC(C(=O)NCCc2ccccc2)C1 (stereo not given) | -3.0 | x | -4% | 2% | u | -1% | 1% | 3%
Cc1ccc(OCCn2c(=O)oc3ccc(C)cc32)cc1 | -2.2 | 9 | -5% | 3% | -6% | u | 0% | -30%
O=C(COC(=O)c1n[nH]c2ccccc12)NC(=O)NCc1ccco1 | -3.4 | u | -7% | -5% | -7% | -5% | 0% | -2%
Cc1cc(=O)[nH]c2c(N=Nc3ccc(O)cc3)c(N)nn12 | -0.6 | -21 | u | -1% | -2% | 1%[57.1 µM] | -22% | -26%

The results go on:
SMILES | CCT chaperon mod | PI5P4K alpha inh | WRN helicase inh | EPAC1 agonist | PLK1 PBD block | EPAC2 antagonist | Mm-Cpn inhibitor | EPAC1 antagonist
O=C(Nc1nc(-c2ccccn2)cs1)C1CC(=O)N(c2ccc3c(c2)OCCO3)C1 (stereo not given) | 1.6 | -50* | -9%[11.6 µM] | 1% | -12% | 11% | 0% | 30%[activator]
Oc1ccc(N2CCN(CC(O)c3ccccc3)CC2)cc1 (stereo not given) | 1.2 | u | -5% | 10% | -3% | 1% | -4% | -9%
O=C(NNC(=O)c1cccc2ccccc12)c1ccc(-c2ccccc2)cc1 | -3.4 | 6 | 6% | -4% | -1% | 11% | 2% | -6%
Cc1ccc(C(=O)COC(=O)CN2C(=O)C3C4C=CC(C4)C3C2=O)cc1C (stereo not given) | -1.2 | 4 | -1% | -13% | -15% | -6% | 0% | -5%
CC1CCCCC1NC(=S)NC(=O)c1sc2ccccc2c1Cl (stereo not given) | -47* | -1 | -13% | 8% | -15% | -4% | u | -9%
COc1cccc(OC)c1C(=O)NC(=S)NCc1ccccc1 | -2.3 | -8 | -28% | -6% | u | 1% | 2% | -19%
CC(=O)c1ccc(NC(=O)C2CCCN(C(=O)c3ccc(Cl)cc3)C2)cc1 (stereo not given) | -4.8 | -9 | -1% | 2% | -13% | -7% | -3% | -14%
C/C(=N/NC(=O)NC12CC3CC(CC(C3)C1)C2)c1ccccc1 | 1.5 | 7 | -5% | 6% | -5% | 3% | -1% | -2%
O=S(=O)(/N=C(/Nc1ccccn1)c1ccc(Cl)cc1)c1ccc(Cl)cc1 | 1.5 | 2 | -5% | 0% | 5% | 10% | u | 0%
C(=NN=Cc1c[nH]c2ccccc12)c1c[nH]c2ccccc12 | -1.1 | 31 | 2% | 19% | -5% | 8% | x | 1%
Cc1cc(C)cc(NC(=O)c2ccccc2NC(=O)CCC(=O)O)c1 | -2.5 | -7 | 8% | 6% | -6% | 3% | -1% | -5%
COc1ccc(/C=C/C(=O)NC(=S)Nc2ccc(C(=O)O)cc2)cc1 | -3.0 | u | -24% | -6% | -19% | 19% | 3% | 6%
Clc1ccc2[nH]c(-c3ccccc3)cc2c1 | -0.9 | -3 | -8% | 25% | -7% | -10% | -2% | -4%
C=CC1C(N2CCOCC2)C(C)(C)S1(=O)=O (stereo not given) | 1.0 | u | 5% | 2% | 9.5µM* | -4% | 0% | 0%
COc1cc(NC(=O)c2ccco2)ccc1NC(=O)C(C)C | -0.4 | x | -3% | -1% | 0% | 1% | 1% | 11%
Cc1cc(C(=O)OCC(=O)NC2CCS(=O)(=O)C2)c(C)n1-c1ccccc1 (stereo not given) | -3.7 | 1 | 6% | -2% | -16% | 7% | -1% | -11%
O=C(COC(=O)c1ccc([N+](=O)[O-])s1)Nc1ccc(Cl)cn1 | -1.9 | u | -9% | 6% | -18% | -10% | -5% | -1%
CN(C)CCCOC(=O)c1ccccc1 | 4.4 | x | -5% | 5% | -5% | 4% | 2% | 2%
CCCCCc1nnc(NC(=O)NS(=O)(=O)c2ccc(C)cc2)s1 | -0.1 | 0 | -1%[57.1 µM] | 11% | -4% | -6% | 0% | -3%
Nn1c(SCC(=O)Nc2ccc3c(c2)OCO3)nnc1C1CC1 | -1.1 | -9 | 1% | -2% | -3% | 2% | -1% | 1%
CC(=NNc1nc2ccccc2s1)c1ccncn1 | -0.5 | 1 | -9% | 5% | -9% | 5% | x | 6%
Cc1ccc(OCC(=O)N2CCN(S(C)(=O)=O)CC2)cc1 | 0.4 | 10 | 9% | 11% | -8% | 0% | 1% | 16%
O=C(N/N=C/C=C\c1ccccc1[N+](=O)[O-])c1cccnc1 | 1.5 | -14 | -4% | 3% | -6% | -5% | 1% | -1%
Cc1ccc(C)c(C(O)c2ncc(-c3ccccc3F)[nH]2)c1 (stereo not given) | -0.4 | 11 | 0% | -1% | 2% | -17% | x | -9%
CC(=O)Nc1ccc(/C=N/NC(=O)CNC(=O)c2ccccc2)cc1 | -2.4 | 3 | -2% | 10% | -6% | 2% | 3% | -5%
CC1CC(NC(=O)c2cc3c(=O)n4ccccc4nc3n2C)CC(C)(C)C1 (stereo not given) | 0.0 | 10 | -5% | 9% | -3% | -19% | 1% | -18%
CC(C)(CC(=O)O)CC(=O)Nc1ccc(Oc2ccc(C(C)(C)C)cc2)nc1 | -0.8 | 0 | 5% | 10% | -13% | -11% | 2% | u

PLK1 PBD block: hit marks shown above.
Compound,CCT chaperon mod,PI5P4K alpha inh,WRN helicase inh,PLK1 PBD block,EPAC2 antagonist,Mm-Cpn inhibitor,EPAC1 antagonist
Cc1ccc(/C=C/C(=O)O)cc1S(=O)(=O)Nc1ccc(C(=O)O)cc1,-1.1,-10,0%,27µM*,7%,2%,-11%
C=CC1C(N2CCOCC2)C(C)(C)S1(=O)=O (stereo not given),1.0,u,5%,9.5µM*,-4%,0%,0%

Of the compounds above, these have a COOH group:
SMILES | CCT chaperon mod | PI5P4K alpha inh | WRN helicase inh | EPAC1 agonist | PLK1 PBD block | EPAC2 antagonist | Mm-Cpn inhibitor | EPAC1 antagonist
Cc1ccc(/C=C/C(=O)O)cc1S(=O)(=O)Nc1ccc(C(=O)O)cc1 | -1.1 | -10 | 0% | -3% | 27µM* | 7% | 2% | -11%
Cc1cc(C)cc(NC(=O)c2ccccc2NC(=O)CCC(=O)O)c1 | -2.5 | -7 | 8% | 6% | -6% | 3% | -1% | -5%
COc1ccc(/C=C/C(=O)NC(=S)Nc2ccc(C(=O)O)cc2)cc1 | -3.0 | u | -24% | -6% | -19% | 19% | 3% | 6%
CC(C)(CC(=O)O)CC(=O)Nc1ccc(Oc2ccc(C(C)(C)C)cc2)nc1 | -0.8 | 0 | 5% | 10% | -13% | -11% | 2% | u

An excerpt; count on the stated rates, not on these rows.
